IDH1 R132H inh = inhibitors of human IDH1 R132H; O75874; IDH1 R132H reductase, diaphorase/resazurin fluorescence, 60 min; inhibition, % at 10 µM; 70,000 compounds, 0.18% hits; in the data active = inhibition above about 34%;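 note: 0% = DMSO and 100% = no enzyme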
PRC2 inh = EZH2 (human) methyltransferase inhibition | PRC2 H3K27 methylation, DELFIA TRF, 1 h | 57,000 compounds, 0.35% hits | inhibition, % at 12.5 µM | AID 651548 | Q15910;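 active = mean inhibition of replicates at least 50% and every single replicate also reaching 50%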;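 note: dimethyl H3K27 on biotinylated H3 21-44 peptide detected by antibody; plate controls were median neutral control wells for no effect and median positive control wells for full effect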
Target sequence (Q15910 whole entry, looked up): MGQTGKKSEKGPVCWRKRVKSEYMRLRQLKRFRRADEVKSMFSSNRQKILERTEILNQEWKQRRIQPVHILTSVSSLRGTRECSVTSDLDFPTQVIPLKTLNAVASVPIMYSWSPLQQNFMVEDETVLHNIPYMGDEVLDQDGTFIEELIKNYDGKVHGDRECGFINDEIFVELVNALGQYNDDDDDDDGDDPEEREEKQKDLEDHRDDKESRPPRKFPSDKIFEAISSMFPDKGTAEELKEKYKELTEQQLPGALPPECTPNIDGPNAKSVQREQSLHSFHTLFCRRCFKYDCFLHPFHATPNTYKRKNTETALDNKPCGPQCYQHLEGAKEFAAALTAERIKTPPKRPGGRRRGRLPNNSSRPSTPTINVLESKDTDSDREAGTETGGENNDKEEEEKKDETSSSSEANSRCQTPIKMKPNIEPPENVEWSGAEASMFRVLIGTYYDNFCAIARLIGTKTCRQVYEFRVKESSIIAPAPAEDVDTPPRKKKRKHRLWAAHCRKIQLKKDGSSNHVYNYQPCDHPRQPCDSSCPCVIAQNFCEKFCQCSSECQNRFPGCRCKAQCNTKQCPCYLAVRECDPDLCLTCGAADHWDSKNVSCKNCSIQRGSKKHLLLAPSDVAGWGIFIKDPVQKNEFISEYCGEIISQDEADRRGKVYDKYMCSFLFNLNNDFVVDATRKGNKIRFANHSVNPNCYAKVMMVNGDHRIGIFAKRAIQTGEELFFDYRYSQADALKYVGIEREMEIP
An asterisk follows results filed as active; / = no result given. Not all compounds are listed (hit frequency here may not be typical).

SMILES | IDH1 R132H inh | PRC2 inh
CC(C)(C)c1ccc(-c2nnc(SCC(=O)Nc3ccccc3[N+](=O)[O-])o2)cc1 | 0.8 | 16
O=C(N[C@H]1CC[C@@H](CCn2cc(C3(O)CCCC3)nn2)O[C@@H]1CO)C1CCC1 | -0.2 | 2
CO[C@H]1CN(C)C(=O)c2cc(NC(=O)c3ccccc3F)ccc2OC[C@@H](C)N(CC2CC2)C[C@@H]1C | -0.1 | -3
CO[C@H]1CN(C)C(=O)c2ccc(NC(=O)c3nc4ccccc4s3)cc2OC[C@H](C)N(Cc2ccncc2)C[C@H]1C | 0.5 | -20
C[C@@H]1CN([C@@H](C)CO)C(=O)Cc2cc(NC(=O)Nc3ccc(C(F)(F)F)cc3)ccc2O[C@H]1CN(C)Cc1ccc(Oc2ccccc2)cc1 | 0.5 | /
C[C@@H]1CN([C@H](C)CO)C(=O)c2cc(NC(=O)Cc3ccccc3)ccc2O[C@H]1CN(C)Cc1ccccc1 | / | -6
C[C@H](CO)N1C[C@H](C)[C@@H](CN(C)C(=O)Nc2ccc(F)cc2)Oc2ccc(NS(C)(=O)=O)cc2CC1=O | 0.1 | 6
COc1ccccc1NC(=O)N[C@H]1CC[C@H](CC(=O)N2CCC(Cc3ccccc3)CC2)O[C@H]1CO | -0.3 | 7
CCC(=O)N(C)C[C@@H]1Oc2ncc(-c3ccc(C#N)cc3)cc2C(=O)N([C@H](C)CO)C[C@H]1C | -1.1 | 6
C/C=C/c1cnc2c(c1)C(=O)N([C@H](C)CO)C[C@@H](C)[C@H](CN(C)C(=O)c1cnccn1)O2 | -1.3 | 6
COc1ccccc1S(=O)(=O)N(C)C[C@H]1Oc2cc(/C=C/c3ccccc3)ccc2S(=O)(=O)N([C@H](C)CO)C[C@H]1C | -2.4 | -2
O=C(NCc1ccccn1)c1ccccc1C(=O)c1ccccc1 | 0.0 | 1
O=C1NCCN1c1ncc([N+](=O)[O-])s1 | -0.1 | -9
CN(C)CC(=O)Nc1ccc2c(c1)[C@H]1C[C@@H](CC(=O)NCc3cccc(F)c3)O[C@@H](CO)[C@H]1O2 | 0.0 | -12
CNC[C@H]1Oc2c(NC(=O)Nc3cccc4ccccc34)cccc2C(=O)N([C@H](C)CO)C[C@@H]1C | -1.0 | -4
CO[C@@H]1CN(C)C(=O)c2ccc(NC(=O)C3CCCCC3)cc2OC[C@H](C)N(C(=O)c2ccccc2)C[C@@H]1C | 0.0 | -5
O=C(Nc1ccc(F)cc1)N[C@@H]1CC[C@@H](CC(=O)N2CCCCC2)O[C@H]1CO | 0.0 | 5
C=C1CC[C@@H]2[C@](C)(CO)[C@H](O)CC[C@@]2(C)[C@@H]1C/C=C1/C(=O)OC[C@H]1O | -0.1 | /
CS(=O)(=O)N(CC(=O)Nc1ccc(Br)c(Cl)c1)c1ccc(F)c(Cl)c1 | 0.7 | 17
C[C@H]1CCCCO[C@@H](CN(C)C(=O)Nc2ccccc2)[C@@H](C)CN([C@@H](C)CO)C(=O)c2cc(NC(=O)C3CCCCC3)ccc2O1 | 0.8 | /
C[C@H]1CN([C@@H](C)CO)C(=O)c2cc(C#CC3(O)CCCC3)cnc2O[C@@H]1CN(C)C(=O)Cc1ccccc1 | -0.6 | /
C[C@@H]1CN([C@H](C)CO)C(=O)c2cc(NC(=O)C3CC3)ccc2O[C@@H]1CN(C)Cc1ccncc1 | 0.9 | 0
C/C=C/c1cnc2c(c1)C(=O)N([C@@H](C)CO)C[C@@H](C)[C@H](CN(C)C(=O)Nc1c(C)noc1C)O2 | -1.0 | -6
C[C@H](CO)N1C[C@H](C)[C@H](CN(C)C(=O)NC2CCCCC2)Oc2ncc(C#CCN(C)C)cc2C1=O | 0.7 | /
C[C@@H]1CCCCO[C@@H](CN(C)Cc2ccncc2)[C@@H](C)CN([C@H](C)CO)C(=O)c2cc(NS(=O)(=O)c3ccccc3)ccc2O1 | 23 | /
C[C@H](CO)N1C[C@H](C)[C@@H](CN(C)C)Oc2ccc(NS(=O)(=O)c3ccc(Cl)cc3)cc2CC1=O | 0.3 | /
O=C(C[C@H]1C=C[C@@H](NC(=O)CN2CCOCC2)[C@@H](CO)O1)NCc1cccc(F)c1 | -0.1 | -2
C[C@@H]1CN([C@@H](C)CO)C(=O)Cc2cc(NS(=O)(=O)c3cn(C)cn3)ccc2O[C@H]1CN(C)Cc1ccc2c(c1)OCO2 | 2.4 | /
CC(C)NC(=O)N[C@@H]1C=C[C@H](CC(=O)NCc2ccc(Oc3ccccc3)cc2)O[C@H]1CO | 0.0 | -7
C[C@@H]1CN([C@@H](C)CO)S(=O)(=O)c2ccc(-c3ccccc3)cc2O[C@@H]1CN(C)C(=O)Cc1ccccc1 | 0.8 | -3
CC(Sc1nc(-c2ccccc2)cc(-c2ccccc2)n1)C(=O)Nc1ccccc1 (centres undefined) | 0.2 | 3
CO[C@@H]1CN(C)C(=O)c2ccc(NC(=O)Nc3ccc(Cl)cc3)cc2OC[C@@H](C)NC[C@@H]1C | 0.6 | -12
COc1ccccc1NC(=O)CC(NC1CCCCC1)C(=O)O (centres undefined) | 0.0 | -7
Cc1c(NC(=S)NCc2ccccn2)c(=O)n(-c2ccccc2)n1C | 0.3 | /
CO[C@@H]1CN(C)C(=O)c2cc(NS(C)(=O)=O)ccc2OC[C@H](C)N(CC2CC2)C[C@H]1C | -0.3 | -11
C[C@@H]1CN([C@H](C)CO)C(=O)c2cccc(NS(=O)(=O)c3cccs3)c2O[C@H]1CN(C)S(=O)(=O)c1ccc(Cl)cc1 | 1.1 | /
Cc1ccc(NC(=O)Cn2cnc3sc(C(=O)OC(C)C)c(C)c3c2=O)cc1 | 0.1 | 3
Cc1ccc(-c2cnc3c(c2)C(=O)N([C@H](C)CO)C[C@H](C)[C@@H](CN(C)C(=O)c2ccccc2)O3)cc1 | -3.5 | 15
C[C@@H]1CCCCO[C@H](CN(C)C)[C@@H](C)CN([C@H](C)CO)C(=O)c2cc(NC(=O)Nc3ccccc3)ccc2O1 | 0.7 | -4
O=C(N[C@H]1C=C[C@@H](CC(=O)N2CCc3ccccc3C2)O[C@H]1CO)C1CC1 | -0.7 | 0
C[C@@H]1CN([C@H](C)CO)C(=O)c2cc(NC(=O)CCC(F)(F)F)ccc2O[C@H]1CN(C)Cc1ccc(-c2ccccc2)cc1 | 1.5 | /
Cc1ccc(S(=O)(=O)Nc2ccc3c(c2)C(=O)N([C@@H](C)CO)C[C@H](C)[C@@H](CN(C)Cc2ccncc2)OCCCC[C@H](C)O3)cc1 | 8.7 | /
COc1ccc(S(=O)(=O)Nc2ccc3c(c2)C(=O)N([C@@H](C)CO)C[C@@H](C)[C@@H](CN(C)S(=O)(=O)c2ccc(OC)cc2)OCCCC[C@@H](C)O3)cc1 | 1.5 | /
C[C@H]1CN([C@@H](C)CO)C(=O)Cc2cc(N(C)C)ccc2O[C@@H]1CN(C)C(=O)NC1CCCCC1 | 0.4 | 5
Cc1nn(C(=O)Cn2nc([N+](=O)[O-])cc2C)c(C)c1Cl | 0.2 | 5
Cc1noc(C)c1NC(=O)N[C@H]1C=C[C@@H](CC(=O)NCc2ccc(Cl)c(Cl)c2)O[C@H]1CO | 0.0 | 7
Cc1ccccc1Nc1nnc(C)c(=O)n1N | -0.8 | -42
O=C(C[C@H]1C[C@H]2c3cc(NC(=O)C4CCC4)ccc3O[C@H]2[C@@H](CO)O1)NCc1ccncc1 | -0.1 | 6
CCCCC[C@H](O)/C=C/[C@H]1[C@H](O)CC(=O)[C@@H]1CCCCCCC(=O)O | 1.6 | /
O=C(Nc1ccc(F)cc1)Nc1ccc2c(c1)[C@H]1C[C@@H](CC(=O)N3CCCCC3)O[C@H](CO)[C@H]1O2 | 1.6 | -6
CNC[C@@H]1Oc2c(NS(=O)(=O)c3cccs3)cccc2C(=O)N([C@H](C)CO)C[C@H]1C | 2.9 | /
COc1ccccc1CNC(=O)C[C@H]1C[C@@H]2c3cc(NC(=O)CC4CC4)ccc3O[C@@H]2[C@@H](CO)O1 | -0.3 | -6
CCC(=O)Nc1ccc2c(c1)OC[C@H](C)N(Cc1cccnc1)C[C@@H](C)[C@@H](OC)CN(C)C2=O | 0.0 | 27
CCS(=O)(=O)NCC[C@H]1CC[C@H](NS(=O)(=O)c2cccc(Cl)c2)[C@@H](CO)O1 | -0.5 | -26
O=C(CCCOc1ccc(Cl)cc1Cl)Nc1c[nH]c(=O)[nH]c1=O | 0.3 | 4
C[C@@H]1CCCCO[C@@H](CN(C)S(=O)(=O)c2ccc(F)cc2)[C@@H](C)CN([C@@H](C)CO)C(=O)c2cc(NC(=O)Nc3ccc4c(c3)OCO4)ccc2O1 | 0.3 | /
COc1ccc(NC(=O)N(C)C[C@@H]2Oc3ccc(NC(=O)Nc4c(C)noc4C)cc3CC(=O)N([C@@H](C)CO)C[C@H]2C)cc1 | 0.2 | /
C[C@@H]1CN([C@H](C)CO)C(=O)c2cc(C#Cc3cccc(F)c3)cnc2O[C@@H]1CN(C)C(=O)C1CCCCC1 | / | -28
Cc1ccc(S(=O)(=O)N[C@@H]2CC[C@H](CCn3cc(C(C)C)nn3)O[C@H]2CO)cc1 | -0.2 | -20
CC(C)(C)c1ccc(OCC(=O)Nc2ccc(C(=O)Nc3ccccc3C(=O)O)cc2)cc1 | 0.0 | 64*

Next section
SMILES | IDH1 R132H inh | PRC2 inh
C[C@@H]1CCCCO[C@@H](CN(C)C(=O)Nc2ccc3c(c2)OCO3)[C@@H](C)CN([C@@H](C)CO)C(=O)c2cc(NC(=O)Nc3cccc4ccccc34)ccc2O1 | -0.5 | /
C[C@@H]1CN([C@H](C)CO)S(=O)(=O)c2ccc(C3=CCCCC3)cc2O[C@@H]1CN(C)C(=O)Nc1ccc2c(c1)OCO2 | 6.1 | -15
C[C@@H]1CN([C@@H](C)CO)C(=O)c2cc(NC(=O)C3CC3)ccc2O[C@@H]1CN(C)C(=O)Nc1ccc(F)cc1 | -1.1 | 4
CO[C@@H]1CN(C)C(=O)c2cc(NC(=O)Nc3cc(F)ccc3F)ccc2OC[C@H](C)N(C(=O)c2cnccn2)C[C@H]1C | 0.0 | 6
C[C@@H]1CN([C@@H](C)CO)C(=O)c2cccc(NC(=O)CCCCCC(=O)Nc3ccccc3N)c2O[C@H]1CN(C)Cc1ccc(Cl)c(Cl)c1 | / | -7
COCC(=O)N(C)C[C@H]1Oc2cc(C#CCN(C)C)ccc2S(=O)(=O)N([C@@H](C)CO)C[C@@H]1C | 0.0 | -10
C[C@H](NC(=O)C[C@H]1CC[C@H](NC(=O)Nc2ccc3c(c2)OCO3)[C@@H](CO)O1)c1ccccc1 | 0.3 | 5
Cc1noc(C)c1NC(=O)NCC[C@@H]1CC[C@H](NC(=O)c2ccc(F)cc2)[C@H](CO)O1 | 0.0 | -9
C[C@@H]1CCCCO[C@@H](CN(C)C(=O)Nc2ccc3c(c2)OCO3)[C@@H](C)CN([C@H](C)CO)C(=O)c2cc(NS(=O)(=O)c3ccc(Cl)cc3)ccc2O1 | -1.0 | /
CCn1c(SCC(=O)Nc2cc(Cl)cc(Cl)c2)nnc1-c1ccc(C)cc1 | -0.3 | -10
CCCC#Cc1ccc2c(c1)O[C@@H](CN(C)CC1CC1)[C@@H](C)CN([C@@H](C)CO)S2(=O)=O | -1.1 | -29
CC(C)NC(=O)N(C)C[C@@H]1Oc2ccc(NS(=O)(=O)c3cccs3)cc2CC(=O)N([C@@H](C)CO)C[C@H]1C | 1.4 | /
Cc1ccc(S(=O)(=O)Nc2ccc3c(c2)CC(=O)N([C@H](C)CO)C[C@@H](C)[C@H](CN(C)C(=O)Nc2ccc4c(c2)OCO4)O3)cc1 | -0.4 | /
C[C@@H]1CN([C@H](C)CO)C(=O)Cc2cc(NC(=O)c3ccncc3)ccc2O[C@H]1CN(C)Cc1ccc(Cl)c(Cl)c1 | 0.0 | -23
Cc1ccc2c(c1)c(C)c(C)n2CC(O)Cn1nc(C)c(Br)c1C (centres undefined) | -1.1 | 8
CC(=O)c1cccc(NC(=O)CCCn2cc([N+](=O)[O-])cn2)c1 | 2.6 | 3
COc1ccccc1-c1cnc2c(c1)C(=O)N([C@H](C)CO)C[C@H](C)[C@H](CN(C)C(=O)c1ccncc1)O2 | -2.1 | -7
C[C@H]1CN([C@@H](C)CO)C(=O)c2cc(C#CC(C)(C)O)cnc2O[C@H]1CN(C)C(=O)C1CCCCC1 | -3.6 | -6
COCC#Cc1ccc2c(c1)O[C@@H](CN(C)C(=O)C1CCOCC1)[C@@H](C)CN([C@H](C)CO)S2(=O)=O | 0.1 | -11
